Compound activity as filed in PubChem BioAssay.
SSB-PriA inh: K. pneumoniae PriA-SSBct interaction inhibition. AlphaScreen SSBct-PriA binding, biotinylated peptide. inhibition, % at 33 µM. 430,000 compounds, 0.6% hits; in the data active means inhibition mostly above about 37%, no sharp cut-off; inactive means mostly below about 20%;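 further: plate controls were negative control peptide for no effect and reference peptide for full effect; strong numbers were not always called active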
Starred values were filed as active, the others as inactive; i = inactive; & = joins results of further samples.

SMILES	SSB-PriA inh
CCOc1ccc(S(=O)(=O)Nc2ccc3c(c2)N(CCOC)CCC3)cc1F	29
Cc1cc(C)n(-c2cc(N3CCC[C@H](C(=O)NCc4ccco4)C3)ncn2)n1	11
Cc1cc(C(=O)N(CCCN(C)C)c2nc3c(C)ccc(Cl)c3s2)no1	-10
Cc1ccc(S(=O)(=O)NCC(=O)N2CCOC(c3ccccc3)C2)cc1C (stereo not drawn)	4
CCOc1ccccc1NC(=O)NCC(c1ccc2c(c1)CCN2C)N1CCOCC1 (stereo not drawn)	8
CCCc1nnsc1C(=O)O	-1&18
O=S(=O)(NC1c2cccc3cccc(c23)C1N1CCN(C(=S)Nc2ccccc2)CC1)c1ccc(Cl)cc1 (stereo not drawn)	13
Cc1nn(C)cc1C=NNC(=O)c1ccc2c(c1)c(C)c(C)n2Cc1ccccc1	16
c1cncc(-c2nnc3sc(-c4csc5c4CCCC5)nn23)c1	-13
COC(=O)c1ccc(S(=O)(=O)NCC2CCN(c3ncccn3)CC2)cc1	-13

A different layout for some results above:
SMILES,SSB-PriA inh
O=S(=O)(NC1c2cccc3cccc(c23)C1N1CCN(C(=S)Nc2ccccc2)CC1)c1ccc(Cl)cc1 (stereo not drawn),13
c1cncc(-c2nnc3sc(-c4csc5c4CCCC5)nn23)c1,-13

Additional results.
SMILES	SSB-PriA inh
CC(=NNC(=O)c1ccncc1)C12CC3CC(CC(C3)C1)C2	8
CCOC(=O)c1ccc(NC2=CC(=NS(=O)(=O)c3cccs3)c3ccccc3C2=O)cc1	71
O=C(Cc1cc(=O)[nH]c(SCc2cccc(Cl)c2)n1)NCc1ccccn1	-5
COc1ccc(F)cc1S(=O)(=O)NCCOc1ccc2c(c1)OCO2	8
O=[N+]([O-])c1ccc(N2C(=S)N(c3ccc(F)cc3)C3CS(=O)(=O)CC32)cc1 (stereo not drawn)	6
Cc1ccc(C(CNC(=O)c2ccc(Cl)cc2)N2CCOCC2)cc1 (stereo not drawn)	-7
NS(=O)(=O)c1ccc(CCNC(=O)c2ccc(S(=O)(=O)N3CCOCC3)o2)cc1	-3
Cc1ccc(CNC(=O)c2snc(C(=O)NC(C)C)c2N)o1	-40
NCCc1nccs1	-5
COc1ccc(C)cc1NC(=O)C(=O)NN=C(C)CC(=O)Nc1cccnc1	-10

Filtered by structure: the entries above with fluorine
SMILES	SSB-PriA inh
CCOc1ccc(S(=O)(=O)Nc2ccc3c(c2)N(CCOC)CCC3)cc1F	29
COc1ccc(F)cc1S(=O)(=O)NCCOc1ccc2c(c1)OCO2	8
O=[N+]([O-])c1ccc(N2C(=S)N(c3ccc(F)cc3)C3CS(=O)(=O)CC32)cc1 (stereo not drawn)	6

Next part.
SMILES	SSB-PriA inh
CC(C)S(=O)(=O)c1cccc(C(=O)Nc2cccc([N+](=O)[O-])c2)c1	11
O=C(NCC1CCN(Cc2cccs2)CC1)C(=O)Nc1ccccc1	-6
CCOc1ccc(-c2csc(NC(=O)C3CCCCC3)n2)cc1	-3
COc1ccccc1CNC(=O)C(=O)NCC(c1ccc(F)cc1)N1CCOCC1 (stereo not drawn)	3
O=C(NN=C1NC(=O)C(CO)(CO)S1)c1ccccc1	-3
O=C(CSc1nnc(Cc2cc(=O)[nH]c(=O)[nH]2)n1-c1ccc(F)cc1)Nc1ccc2c(c1)OCO2	-1
CCN(CC)C(=O)COc1ccc(C(C)=NNC(=O)c2ccccc2O)cc1	-4
COc1ccc(CCC(=O)Nc2ccc3c(c2)N(CCC(C)C)C(=O)C(C)(C)CO3)cc1	20
COc1ccc(Cl)c2sc(N(CC3CCCO3)C(=O)c3ccnn3C)nc12 (stereo not drawn)	7
C#CCn1c(=NC(=O)c2ccc(S(=O)(=O)N3CC(C)OC(C)C3)cc2)sc2c3ccccc3ccc21 (stereo not drawn)	6
COc1ccc(OC)c(-c2csc(NC(=O)c3ccc(Cl)s3)n2)c1	-7
COc1ccccc1/C=C1/C(=NO)C2CCN1CC2	-7
O=C(COc1ccc(Cl)cc1Cl)NCC1CCN(C(=O)Nc2ccc(F)cc2)CC1	-8
COc1ccc(CCNC(=O)c2cc(=O)c(OC)co2)cc1	-19&-16
COc1ccc(-n2nnc(C(=O)OCc3nc(-c4ccc(C)cc4)oc3C)c2C)cc1	8
O=S(=O)(c1ccccc1F)N1CCN(CC(O)C2CC2)CC1 (stereo not drawn)	3
O=C(NCc1cncc(-c2cccs2)c1)c1cncc(Br)c1	-17
O=C(Cc1cccs1)N1CC(S(=O)(=O)Cc2ccco2)C1	8
O=C(NCC(c1ccco1)N1CCc2ccccc21)Nc1cccc(Cl)c1 (stereo not drawn)	0
CCN1C(=O)c2cc(NS(=O)(=O)c3cccc(C)c3)ccc2Oc2ccccc21	29
CC(=NNC(=O)CNC(=O)CCc1ccccc1)c1ccc(Cl)c(Cl)c1	4
COc1ccc(Cl)c2sc(N3CCN(c4ccccc4)CC3)nc12	-17
CCOc1ccc(C=NNC(=O)c2nnn(-c3nonc3N)c2CN2CCC(C)CC2)cc1	-11
CCc1nccn1CC1CCN(S(=O)(=O)CCN2C(=O)CCCC2=O)CC1	-19
Cc1cccc(OCC(=O)Nc2ccc3nc(C)n(-c4ccc(F)cc4)c(=O)c3c2)c1C	-8
COc1ccc(-c2cn3c(C(=O)N4CCN(c5cccc(C(F)(F)F)c5)CC4)csc3n2)cc1	-5&11
O=C(C(c1ccccc1)c1ccccc1)N1CCN(c2nc3c(Cl)cccc3s2)CC1	4
COC(=O)C1Sc2[nH]c(=O)sc2C(c2cccc([N+](=O)[O-])c2)C1C(=O)OC (stereo not drawn)	-10
CCCn1c(=NC(=O)CS(=O)(=O)c2ccccc2)sc2c(OC)ccc(OC)c21	-4
Cc1cc(C(=O)CSc2ncn[nH]2)c(C)n1-c1cc(F)ccc1F	13
O=S(=O)(NCC1(O)CCCC1)c1ccccc1F	-1
COc1cccc(C(=O)N2CCN(c3ccc(-c4ccc(C)c(C)c4)nn3)CC2)c1OC	9
O=C(CN1CCCCCC1)Nc1nc2ccc(Br)cc2s1	-2&3
COC(=O)C(C)(C)NC(=O)Nc1ccc(Cl)cc1	-7
O=C(Cc1cccs1)N1CCN(Cc2nc(-c3cccs3)cs2)CC1	14
O=C(C1CC=CCC1)N(CCc1cccs1)C1CCOCC1 (stereo not drawn)	5
Cc1cc(NN=Cc2cccc(Cl)c2)nc(NCc2ccccc2)n1	12
O=C(Nc1ccc(Nc2nc3c(S(=O)(=O)c4ccc(Br)cc4)nnn3c3ccccc23)cc1)c1ccco1	-9
O=C(Nc1ccc2c(c1)C(=O)c1ccccc1C2=O)c1ccc2ncsc2c1	9
COc1ccc(C)cc1S(=O)(=O)Nc1ccc2c(c1)CN(C(=O)c1ccco1)CC2	6
COc1cccc(NC(=O)C(=O)NCC(c2ccc3c(c2)CCN3C)N(C)C)c1 (stereo not drawn)	20
O=C(Nc1cc(N2CCCC2)ncn1)c1cccc(C(F)(F)F)c1	53
NCCn1cccc1	-13
O=C1C(=O)N(CCN2CCOCC2)C(c2cccc(Cl)c2)C1=C(O)c1ccc2c(c1)OCCO2 (stereo not drawn)	0
CCc1cc(=O)[nH]c2nnc(SCc3ccccn3)n12	-27
COc1ccc(-c2cnc(SCC(N)=O)n2-c2cccc(C(F)(F)F)c2)cc1	18
Cc1cc(C)c(NC(=O)CSC2=C(C#N)C(c3ccco3)CC(=O)N2)c(C)c1 (stereo not drawn)	3
Cn1cccc1C(CNC(=O)C(=O)Nc1ccon1)N1CCc2ccccc2C1 (stereo not drawn)	-14
Cc1ccc(-n2cc(C(=O)N3CCCCC3)nn2)cc1	-15
CCOc1ccc2ccccc2c1C(=O)NCc1cc(-c2ccco2)n(C)n1	-9

The listing continues:
SMILES	SSB-PriA inh
COc1ccccc1OCC(=O)Nc1ccc2nc(C)n(-c3ccc(C)cc3)c(=O)c2c1	5
O=S(=O)(NCCOc1ccc(F)cc1)c1ccccc1Cl	-21&-2
O=C(O)c1cc(=O)n(-c2ccccc2)[nH]1	1
O=C(NCc1csc2ncnn12)c1cccc(Oc2ccccn2)c1	1
COc1cc(/C=N/NC(=O)c2ccc(Cl)cc2)ccc1Oc1ccc([N+](=O)[O-])cn1	i
CCc1c(C)nc(-n2nc(C)cc2NC(=O)c2nc3ccccc3s2)[nH]c1=O	-1
O=C(NCCc1c[nH]c2ccccc12)NC1CC(=O)N(c2ccc(Cl)cc2)C1 (stereo not drawn)	8&8
O=C(CCc1ccccc1)Nc1c(C(=O)Nc2cccc(Cl)c2)oc2ccccc12	2
Cc1nc(C)c(CC(=O)NCc2ccc3c(c2)OCO3)s1	-2
CCOc1cn(C)c(C(=O)NCc2cccs2)cc1=O	-8

A section from the list above:
SMILES	SSB-PriA inh
O=C(NCCc1c[nH]c2ccccc12)NC1CC(=O)N(c2ccc(Cl)cc2)C1 (stereo not drawn)	8&8
O=C(CCc1ccccc1)Nc1c(C(=O)Nc2cccc(Cl)c2)oc2ccccc12	2
Cc1nc(C)c(CC(=O)NCc2ccc3c(c2)OCO3)s1	-2
CCOc1cn(C)c(C(=O)NCc2cccs2)cc1=O	-8

Next part
SMILES	SSB-PriA inh
CCn1c(C2CCN(S(=O)(=O)N(C)C)CC2)nn(CCOC)c1=O	6
O=[N+]([O-])c1cccc(C=NNc2nc(N3CCCCC3)nc(N3CCCCC3)n2)c1	0
CCOc1ccc(NC(C)=CC(=O)c2ccc3c(c2)OCCO3)cc1	-11
O=C(NCc1ccc(OCc2ccccc2)cc1)c1ccc(=O)[nH]c1	-16
Cc1nnsc1C(=O)NCC[C@H](O)c1cccs1	-15
Nc1c(C(=O)Nc2ccc(F)c(Cl)c2)oc2ccccc12	10
O=C(Cc1ccsc1)N1CCc2nc3ccccn3c(=O)c2C1	-3
COCCN(Cc1ccoc1)C(=O)N1CCNC1=O	6
CCOc1ccc(S(=O)(=O)Nc2ccc3c(c2)C(=O)Nc2cc(C)ccc2O3)cc1F	34
Cc1oncc1C(=O)NCC(C)(O)C1CC1 (stereo not drawn)	-16
Cc1nc(SCC(=O)NC(C)(C)C)[nH]c(=O)c1C	-14
CCOc1ccc(C=NOCC(=O)NCc2cccs2)cc1	-18
CC(C)(C)C(=O)Nc1ccc(C(=O)NCCNC(=O)NC2CCCCC2)cc1	5
CCN(CC)C(=O)c1cnc2nc(C)ccc2c1Nc1ccc(C)cc1Br	22
COC(=O)N1CC(=O)Nc2ccccc21	-27
CC(Cl)C(=O)Nc1nnc(-c2ccccc2Cl)s1 (stereo not drawn)	-1
O=S(=O)(c1cccnc1)N1CCC(Oc2cnccn2)CC1	-2
O=C(Nc1ccc(N2CCCCC2=O)cc1)c1cc(Br)ccc1Cl	7
O=C(c1ccoc1)N1CCCCC(c2ccc(F)cc2)C1 (stereo not drawn)	-3
O=C(CCc1ccc(C(F)(F)F)cc1)NCc1ccsc1	-14
O=C(C=C1NC2(CCCC2)Cc2ccccc21)C(=O)NN=Cc1ccccc1O	-4
COc1ccc(-c2ccc(CCC(=O)NCC3CCCO3)o2)cc1 (stereo not drawn)	4
COc1ccc(C)cc1S(=O)(=O)NCCOc1cccc(C(F)(F)F)c1	-15
CCCCc1nc2ccccc2c(N)c1CCC	-2
O=C(CSCc1ccccc1)NCC#CCN1CCCC1	-4
Cc1cc(S(=O)(=O)N2CCOC23CCN(C(=O)c2cc(=O)c4ccccc4o2)CC3)ccc1F	-9
COc1cc(C(=O)Nc2cc(C)nc3c(C)cc(C)cc23)cc(OC)c1OC	-7
CO[C@@H](CNC(=O)CCc1ccccc1Br)c1ccccc1Cl	-7
Cc1cc(C(=O)CSc2nc3scc(-c4ccccc4)c3c(=O)n2-c2ccccc2)c(C)n1-c1ccccc1F	1
Cc1ccc(S(=O)(=O)NCC2CCN(Cc3cccs3)CC2)cc1C	-19
Cc1cc(C)n2nc(C(=O)N3CCN(c4cc(-n5cncn5)ncn4)CC3)nc2n1	12
O=[N+]([O-])c1ccc(Sc2cccc3cccnc23)c2ncccc12	45
O=C(NCCN1CCN(c2ccc(Cl)cc2)CC1)[C@H]1CC(=O)N(c2ccccc2)C1	-8
O=C(Nc1ccon1)c1ncc(-c2ccc(Cl)cc2)o1	-4
Cc1cc2ncc(NC(=O)c3cc(C)on3)cn2n1	-6
COc1ccc(OC)c(S(=O)(=O)Nc2ccc(Nc3nc(C)cc(N4CCCCC4)n3)cc2)c1	5
COc1ccccc1CNC(=O)C1=Cc2cc(Cl)cc(OC)c2OC=C1	-21
COc1ccc(-c2nc3scc(CCNS(=O)(=O)c4c(C)cc(C)cc4C)n3n2)cc1OC	11
COc1cc(C=NNC(=O)c2cc(-c3cccn3C)n[nH]2)cc(OC)c1OC	25
Cn1c(=O)c2c(nc(Nc3ccc(S(N)(=O)=O)cc3)n2CC(=O)O)n(C)c1=O	-16

Arranged by SMILES length (lowest first): some entries from above.
SMILES	SSB-PriA inh
COc1ccccc1CNC(=O)C1=Cc2cc(Cl)cc(OC)c2OC=C1	-21
COc1ccc(-c2nc3scc(CCNS(=O)(=O)c4c(C)cc(C)cc4C)n3n2)cc1OC	11
COc1ccc(OC)c(S(=O)(=O)Nc2ccc(Nc3nc(C)cc(N4CCCCC4)n3)cc2)c1	5

Going on with the list.
SMILES	SSB-PriA inh
CN1CCCc2cc(CCNC(=O)C3CCCC3)ccc21	4&32
COc1ccccc1NS(=O)(=O)c1cccc(C(=O)NN=Cc2ccc3c(c2)OCCO3)c1	5
CCn1c(C)nc2cc(C(=O)NN=Cc3ccc(OC)cc3)ccc21	-16
CC(C)(C)c1ccc(-c2n[nH]c(=S)n2C2CCCCC2)cc1	15
Clc1ccc(-n2ncc3c(SCc4ccccn4)ncnc32)cc1	-19
O=C1Nc2ccc(CNS(=O)(=O)c3ccccc3)c3cccc1c23	0
Cc1cccc(NC(=S)N=C(N)Nc2nc(C)c3cc(C)ccc3n2)c1	-8
O=C(CC(Sc1n[nH]c(-c2ccccc2)n1)c1ccccc1)NCCc1ccccc1 (stereo not drawn)	-3
Cc1cc(C)n(N=Cc2cc(Cl)cc(Cl)c2O)c(=O)c1	-18
CCCOC(=O)/C(C#N)=C/c1ccc(-c2ccccc2Br)o1	0
O=C1CCC(=O)N1c1ccc(S(=O)(=O)NCc2cncc(-c3cccs3)c2)cc1	3

An excerpt (hit frequency here may not be typical).
